High-throughput results from PubChem.
A549 viability: Nrf2 qHTS screen for inhibitors: counterscreen for cytotoxicity | A549 ARE-Fluc cells, CellTiter-Fluor viability, 18-24 h | Potency, µM (highest dose often 46 µM), for the others: at the highest dose activity change, negative = cytotoxicity, actives largely listed as inhibitors | 0.16% of 390,000 active; further: potency means the concentration at half of the fitted maximal effect; on the % scale 0 is the no-effect control and ±100 the full control effect
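A549 ARE-Fluc cells in 5% FBS OPTI-MEM, 5000 cells/well, rested 2 h then exposed to compounds in concentration-response for 18-24 h at 37 °C. Viability by CellTiter-Fluor fluorescence (Ex 405/Em 525) after 30 min; luciferase luminescence (BugLite, 15 min, RT) read afterwards.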
Akt phos inh: HTS Assay for Inhibitors of Akt Phophorylation: Primary Screen | AID 651550, 2012 | Neuro2A IGF-stimulated pAkt S473 HTRF, 20 min; stronger effect = lower value | 0.32% of 360,000 active | activity change, % for hits at 50 µM; in the data active means activity change below about -80%; inconclusive means mostly about -51% to -80%; further: on the % scale 0 is the no-effect control and ±100 the full control effect
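Neuro2A cells in DMEM with 0.5% FBS, overnight at 37 deg C, given compound at single 50 µM final, then IGF (6 nM final) for 20 min at 37 deg C. Lysed; phospho-Akt Ser473 by HTRF after 24 h, 665/615 ratio.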
EPAC2 antagonist: qHTS for Antagonist of cAMP-regulated guanine nucleotide exchange factor 2 (EPAC2): primary screen | EPAC2 GEF exchange of Rap1B-BODIPY-GDP, fluorescence | Potency, µM (doses to about 114 µM), without a hit: at the highest dose activity, negative = inhibition, hits mostly inhibitors | Rap guanine nucleotide exchange factor 4 (Homo sapiens), Q8WZA2 | 0.18% of 360,000 active; further: potency means the concentration at half of the fitted maximal effect; on the % scale 0 is the no-effect control and ±100 the full control effect; nearly all actives have a fitted effect of over 45% in size; many of its hits are not listed in these tables
Target sequence (Q8WZA2 whole entry, looked up): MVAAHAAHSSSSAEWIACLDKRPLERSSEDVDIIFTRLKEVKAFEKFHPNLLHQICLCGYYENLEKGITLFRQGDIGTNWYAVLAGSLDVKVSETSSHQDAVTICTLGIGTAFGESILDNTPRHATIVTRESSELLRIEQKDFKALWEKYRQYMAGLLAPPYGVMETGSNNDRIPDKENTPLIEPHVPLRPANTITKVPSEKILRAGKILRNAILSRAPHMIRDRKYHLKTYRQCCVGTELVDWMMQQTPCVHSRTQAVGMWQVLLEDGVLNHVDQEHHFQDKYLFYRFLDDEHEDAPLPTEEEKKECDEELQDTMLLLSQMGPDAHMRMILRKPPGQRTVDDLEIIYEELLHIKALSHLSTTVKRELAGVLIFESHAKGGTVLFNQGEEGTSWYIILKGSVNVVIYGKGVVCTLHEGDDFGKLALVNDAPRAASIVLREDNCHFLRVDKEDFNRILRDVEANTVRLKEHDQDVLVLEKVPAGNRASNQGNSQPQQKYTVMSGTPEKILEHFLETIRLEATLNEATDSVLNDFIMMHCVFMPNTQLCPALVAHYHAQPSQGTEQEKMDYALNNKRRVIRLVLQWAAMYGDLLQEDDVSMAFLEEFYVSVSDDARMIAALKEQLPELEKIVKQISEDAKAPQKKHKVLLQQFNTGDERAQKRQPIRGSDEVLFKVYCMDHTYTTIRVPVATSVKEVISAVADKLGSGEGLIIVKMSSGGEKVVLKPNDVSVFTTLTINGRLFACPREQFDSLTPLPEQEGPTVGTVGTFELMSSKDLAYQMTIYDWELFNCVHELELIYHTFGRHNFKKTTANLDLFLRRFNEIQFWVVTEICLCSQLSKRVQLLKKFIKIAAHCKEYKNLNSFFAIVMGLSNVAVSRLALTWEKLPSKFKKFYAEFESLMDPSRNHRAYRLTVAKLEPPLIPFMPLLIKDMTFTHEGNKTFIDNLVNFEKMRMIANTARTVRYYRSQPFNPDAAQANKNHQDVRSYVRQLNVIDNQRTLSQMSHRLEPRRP
Nrf2 inh: Nrf2 qHTS screen for inhibitors | 2.1% of 360,000 active | Potency, µM (series often up to 46 µM), for inactives: at the highest dose activity change, negative = inhibition, most hits filed as inhibitors | A549 ARE-Fluc reporter, luciferase luminescence, 18-24 h; further: potency means the concentration at half of the fitted maximal effect; on the % scale 0 is the no-effect control and ±100 the full control effect; nearly all actives have a fitted effect of over 60% in size
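A549 ARE_Fluc cells, 5000/well, 5% FBS OPTI-MEM; compounds in dose-response, 18-24 h at 37 °C/5% CO2; CellTiter-Fluor viability read (Ex 405/Em 525), then BugLite luciferase luminescence = Nrf2 activity.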
MmCpn inh: Inhibitors of TCP-1 ring complex (TRiC) of Methanococcus maripaludis (MmCpn): qHTS; purified Mm-Cpn ATPase, ADP Transcreener TR-FRET; Potency, µM (doses to about 76.9 µM), inactives show top-dose activity, negative = inhibition, actives largely listed as inhibitors; 0.031% of 330,000 active; further: potency means the concentration at half of the fitted maximal effect; on the % scale 0 is the no-effect control and ±100 the full control effect; nearly all actives have a fitted effect of over 80% in size
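ATPase read-out: TR-FRET ADP immunoassay (anti-ADP Eu cryptate vs ADP-d2), ex 320 nm, em 590/665 nm; signal drops as ADP forms. Enzyme 25 nM, ATP 10 uM, 30 min at 37°C after 10 min compound preincubation.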
EPAC2 agonist: qHTS for Agonist of cAMP-regulated guanine nucleotide exchange factor 4 (EPAC2): primary screen; Potency, µM (top dose mostly 154 µM), for inactives: top-dose activation, actives largely listed as activators; Rap guanine nucleotide exchange factor 4 (Homo sapiens), Q8WZA2; 0.079% of 360,000 active; EPAC2 activation, biochemical qHTS; response scale: 100% = 6.5 mM cAMP response; further: potency means the concentration at half of the fitted maximal effect; nearly all actives have a fitted effect of over 50% in size
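EPAC2 (100 nM) mixed with Rap1B loaded with BODIPY-GDP (250 nM) plus 50 uM unlabeled GDP; compounds pinned in, 5 min RT, then read every 5 min for 30 min (ex 480, em 540 nm). Normalized to cAMP control.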
Nrf2 activator: qHTS of Nrf2 Activators; AREc32 ARE-luciferase reporter (MCF7-derived line), luminescence, 24 h; AID 624171, 2012; 0.31% of 410,000 active; Potency, µM (top dose mostly 46.1 µM), for the others: top-dose activation, most hits filed as activators; further: potency means the concentration at half of the fitted maximal effect; % of control where 0% means no effect; nearly all actives have a fitted effect of over 65% in size
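Reporter line AREc32 (ARE-Fluc), seeded overnight in OPTI-MEM with 5% FBS; compound pin-transferred, 24 hr at 37 deg C, 5% CO2; luminescent read-out.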
CCT modulator: High-Throughput Screening for Modulators of Cytosolic Chaperonin Activity | purified chaperonin ATPase assay, HTRF ADP detection, 30 min | AID 651819, 2012 | activity change, % (no concentration beside the values), hits read low | 0.3% of 360,000 active; in the data active means activity change below about -30%; further: on the % scale 0 is the no-effect control and ±100 the full control effect
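First, chaperonin was dispensed at 40 nM or 20 nM final depending on batch activity. Next, compounds were pinned at 76 uM and ATP added at 10 uM. After 30 min at 37 °C, ADP detection reagents ran 30 min at ambient temperature.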
TGFb inhibitor: qHTS for Inhibitors of TGF-b; HepG2 CAGA-GFP TGF-b/SMAD3 reporter, GFP fluorescence, 18 h; TGF-beta stimulated, 500 pg/mL final; Potency, µM (titrated, usually from 46.1 µM), inactives show at the highest dose activity, negative = inhibition, most hits filed as inhibitors; 1.2% of 410,000 active; AID 588855, 2011; further: potency means the concentration at half of the fitted maximal effect; on the % scale 0 is the no-effect control and ±100 the full control effect; nearly all actives have a fitted effect of over 65% in size
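Per well, imaged GFP fluorescence of HEPG2 CAGA-GFP cells gives the signal; cells get compound, then TGF-beta (500 pg/mL final), 18 h at 37 degrees C; %Activity versus -TGF-beta and +DMSO controls.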
Numbers without * were called inactive; i = inactive; ? = inconclusive; / = no result given; & = joins results of further samples; [ ] = dose if it differs, or a comment. Unless noted, the call rests on the fitted dose curve; in most records, active means well fitted curve in the direction sought with a large enough effect; inconclusive means small, poorly fitted or top-dose-only effect, or another doubt; inactive means no such curve, though single readings can be large; an effect the other way counts as inactive or inconclusive.

SMILES	A549 viability	Akt phos inh	EPAC2 antagonist	Nrf2 inh	MmCpn inh	EPAC2 agonist	Nrf2 activator	CCT modulator	TGFb inhibitor
O=C1CCCC2=C1C(c1ccc(OS(=O)(=O)c3ccc(Cl)cc3)cc1)C1=C(CCCC1=O)O2	-6%	i	-6%	-13%	0%	6%	0.3%	-4.0	20%
Cc1noc(C)c1CSc1nnc2n(-c3ccccc3)c(=O)c3ccccc3n12	-10%	i	3%	-3%	/	11%	0.3%	-7.0	0%
COc1ccc(C(=O)CSc2ncnc3nc[nH]c23)cc1	7%	i	1%	0%	3%	5%	1.9%	-2.2	11%
Cc1ccc(CC(=O)NCCCc2ccccc2)cc1	-3%	i	-23%	6%	?	10%	2.4%	-2.6	-7%
COc1ccccc1C(=O)COC(=O)CNC(=O)c1ccc(Br)o1	-3%	i	11%	23%	-2%	2%	6.0%	-0.8	-3%
CCC(=O)Nc1cccc(C2=NOC3(C2)C[C@@H](C(N)=O)N(C(=O)COc2ccc(Cl)cc2)C3)c1 (stereo partly drawn)	1%	i	13%	7%	1%	7%	-0.1%	-0.6	-24%
CCSc1ccc([C@@H]2[C@@H]3C(=O)N(CC)C(=O)[C@@H]3[C@]3(C(=O)OC)CCCCN23)cc1	-2%	i	-21%	-5%	0%	7%	0.0%	-3.5	-23%
COc1cccc(C(=O)OCC(=O)Nc2cc(C)on2)c1OC	3%	i	13%	9%	-1%	5%	-0.9%	2.5	22%
c1ccc(-c2cnc(-c3ccccc3)nc2)cc1	-3%	/	9%	?	0%	9%	26%	2.4	-9%
CC1(C)N=C(/C=N/O)C=[N+]1[O-]	-1%	i	3%	5%	1%	5%	-0.3%	-1.0	5%
CCOc1cccc(/C(O)=C2/C(=O)C(=O)N(CCN3CCOCC3)C2c2cccnc2)c1 (stereo not drawn)	13%	i	9%	13%	-4%	3%	0.3%	2.8	12%
O=C(NCc1ccccc1)c1ccccc1OCC(=O)N1CCCCC1	3%	i	-12%	-13%	1%	8%	0.3%	0.1	-2%
CC(NC(=O)c1cccc(OC2CCN(C(=O)C3CC3)CC2)c1)c1ccc(F)cc1 (stereo not drawn)	-7%	i	5%	-17%	-2%	3%	-0.2%	3.0	-22%
Cc1noc(C)c1S(=O)(=O)N1CCC(C(=O)N2CCC(N3CCCCC3)CC2)CC1	2%	i	1%	12%	-1%	0%	-0.6%	0.1	5%
O=C(NC(=S)NCCc1ccccc1)c1ccco1	4%	i	-12%	27%	-3%	20%	5.6%	2.4	?
O=C(Nc1ccccc1)Nc1ccc(F)c([N+](=O)[O-])c1	0%	i	9%	-9%	3%	0%	2.9%	-0.6	?
O=S(=O)(Nc1ccncc1)c1ccccc1	-3%	i	21%	-4%	1%	-5%	-0.3%	0.2	1%
COc1ccc(NC(=O)CCN2CCCCCC2)c(OC)c1	13%	i	2%	-13%	1%	19%	-0.4%	-3.2	1%
OC(c1ccccc1)C(NCc1ccccc1)c1ccccc1 (stereo not drawn)	/	i	11%	/	/	2%	-0.9%	-0.8	1%
CCCCOc1ccc(CNn2c(C)nc3ccccc3c2=O)cc1	?	/	-2%	?	1%	-5%	-1.0%	2.6	22%
CCS(=O)(=O)Nc1ccc(C2=NN(C(=S)Nc3ccccc3)C(c3ccco3)C2)cc1 (stereo not drawn)	-19%	i	0%	?	?	11%	4.3%	2.6	-2%
CC(=O)Nc1ccccc1OCC(=O)NC(C)c1ccc(F)cc1 (stereo not drawn)	-2%	i	3%	-20%	1%	-2%	1.5%	-2.0	-19%
CC(=O)c1c(C)[nH]c(C(=O)Nc2ccc(C)cn2)c1C	-1%	i	4%	?	0%	-4%	-1.7%	0.0	7%
CC1=C(C(=O)N(C)C)CC(CC(=O)NCCN2CCOCC2)C(=O)N1CCC1=CCCCC1 (stereo not drawn)	/	i	4%	/	/	17%	0.4%	-1.4	4%
Cn1ncc2c(NCc3ccccc3)nc(NCCCO)nc21	-2%	i	-9%	-12%	2%	6%	0.0%	0.4	5%
Nc1cc(N)nc(SCC(=O)NCC2CCCO2)n1 (stereo not drawn)	/	i	6%	5%	1%	8%	-0.1%	-2.1	0%
COc1ccccc1NC(=O)Nc1nc(CC(=O)Nc2ccc(F)cc2)cs1	-11%	i	-25%	-20%	0%	-4%	1.6%	-1.1	0%
CC(=O)N1CCN(c2ccc(NC(=O)c3cccc([N+](=O)[O-])c3)cc2)CC1	-1%	i	7%	0%	0%	0%	3.5%	0.7	12%
CCOC(=O)N1CCN(c2ccc(F)cc2[N+](=O)[O-])CC1	-1%	i	-8%	-27%	-3%	-12%	-0.9%	-2.7	-3%
Cn1c(=O)c2cccnc2c(=O)n1C	/	i	3%	/	/	2%	2.1%	1.4	11%
CCc1ccccc1NC(=O)C1=CC(c2ccc(OC)c(OC)c2)=NS(=O)(=O)N1C	0%&3%	i	12%	?	0%	19%	-0.4%&-0.8%	-1.3	19%&0%
CCN(CC)S(=O)(=O)c1cc(C(=O)Oc2cccc(-c3cnc4ccccc4n3)c2)ccc1OC	0%	i	4%	8%	0%	-3%	3.4%	-5.5	-5%
Cc1cccc(NC(=O)Cn2nnc(-c3cccs3)n2)c1C	-15%	i	-10%[57.1 µM]	?	0%	9%	-0.3%	-1.6	-7%
O=C(CN1c2ccccc2Sc2ccccc21)N/N=C/c1ccc([N+](=O)[O-])cc1	?	i	-11%	?	0%	23%	3.8%	-1.2	0%
Cc1ccc(/C=N\NC(=O)C2COc3cc4ccccc4cc3O2)o1 (stereo not drawn)	-18%	i	-7%	/	0%	-10%	-0.7%	0.0	2%
Cc1ccc(SCCOCCN2CC(C)OC(C)C2)cc1 (stereo not drawn)	0%	i	5%	?	-1%	-2%	0.2%	0.1	0%
COc1ccc(OCc2ccc(-c3nc(C#N)c(N4CCC(C(N)=O)CC4)o3)o2)cc1	-4%	/	/	-26%	/	/	-1.4%	/	2%
OC(CNCc1ccccc1)(c1ccc(F)cc1)c1ccc(F)cc1	-2%	/	1%	-1%	1%	6%	2.9%	2.0	0%
C#CCOCCOCCOCCNc1nc(N2CCN(C(=O)CCCCCCCCCCNC(=O)Cn3cc(C[C@@H](C)O)nn3)CC2)nc(N2CCN(C(=O)CCCCCCCCCCNC(=O)Cn3cc(C[C@@H](C)O)nn3)CC2)n1	?	i	-2%	?	2%	2%	5.2%	-1.4	3%
CCN(CC)CCOC(=O)c1ccc(NC(=O)CCCN2C(=O)S/C(=C/c3ccc(OC)cc3)C2=S)cc1	?	i	84%[activator]	?	-6%	-2%	-0.7%	0.8	-7%
CCc1nc2sc3c(N4CCCCC4)ncnc3c2c2c1CCCC2	-4%	/	/	?	/	/	-0.3%	/	12%
CCOc1ccccc1NC(=O)CSc1nc(N)c(C#N)cc1C#N	-15%	-96%*	-4%	?	?	2%	-0.6%	-1.8	-15%
Cc1cc(C)c(C)c(S(=O)(=O)Nc2cccc(S(=O)(=O)Nc3ccccc3C(=O)O)c2)c1C	-15%	i	-10%	-19%	-1%	-17%	-1.2%	0.6	-8%
CCC(=O)Nc1ccc(NC(=O)c2ccc3ccccc3c2)cc1	1%	i	2%	-2%	1%	5%	0.1%	-1.1	-2%
CC(C)c1ccc(CNCCSc2nnnn2C)cc1	-1%	/	/	?	/	/	1.4%	/	16%
CN1CCN(C2Cc3cc(F)ccc3Sc3ccc(Cl)cc32)CC1 (stereo not drawn)	2%	i	-19%	9%	/	19%	3.0%	-0.7	32µM*
O=C1OC[C@H]2CCCN2C(=O)[C@@H](CC(=O)N(CCO)Cc2ccccc2)C/C=C\C[C@H]1Cc1ccc(F)cc1	-5%	i	5%	-7%	0%	5%	4.8%	1.9	?
O=S(=O)(c1ccccc1)N1CCC(O)(CSc2ccc(Cl)cc2)CC1	-9%	i	15%	9.2µM*	1%	5%	0.1%	1.7	?
O=C(CSCc1ccccc1)N1CCN(S(=O)(=O)c2ccc(F)cc2)CC1	10%	i	-5%	3%	2%	4%	-0.1%	0.7	-15%
CC1(c2nnc(-c3ccncc3)o2)CC(c2cccnc2)=NO1 (stereo not drawn)	-1%	i	8%	-4%	/	0%	-0.8%	-0.7	-23%
O=C(/C=C/c1c(Cl)nc2ccccn12)N1CCN(c2ccc(F)cc2)CC1	1%	i	-3%	?	-1%	-4%	0.5%	-4.1	-12%
Cn1c(=O)c2cc(S(=O)(=O)NCCC(=O)NCc3ccccc3Cl)ccc2n(C)c1=O	-2%	i	9%	-7%	-2%	8%	0.4%	0.4	-7%
Cc1ccc(NC(=O)/C(C#N)=C/c2ccccc2C(F)(F)F)cc1	1%	i	-2%	-7%	-1%	-1%	-0.3%	-1.5	5%
Cc1ccccc1-c1nc(CN2CCC(C(=O)NCCCN3CCCC3)CC2)c(C)o1	-17%	i	-1%	6%	1%	7%	0.2%	-0.9	29%

An excerpt from above, limited to Nrf2 inh, Akt phos inh and EPAC2 agonist:
| molecule | Nrf2 inh | Akt phos inh | EPAC2 agonist |
| --- | --- | --- | --- |
| Cc1ccc(NC(=O)/C(C#N)=C/c2ccccc2C(F)(F)F)cc1 | -7% | i | -1% |
| Cc1ccccc1-c1nc(CN2CCC(C(=O)NCCCN3CCCC3)CC2)c(C)o1 | 6% | i | 7% |

The list is partial, so the mix of outcomes need not match the whole.
